High-throughput results as filed in PubChem.
All columns: NCI-60 one-dose screen, growth in % after 48 h at 10 µM unless noted; 100 = growth as untreated, 0 = no growth, -100 = all killed.
UO-31 = UO-31 renal cancer; hit rate 5.2% among 81,000; AID 1794768
HCT-15 = HCT-15 colon cancer; hit rate 5.2% among 82,000
786-0 = 786-0 renal cancer cells. hit rate 5.1% among 81,000. AID 1794775
HCC-2998 = HCC-2998 colon cancer; hit rate 4.7% among 79,000; AID 1794799
TK-10 = TK-10 renal cancer cells; hit rate 3.9% among 81,000
SW-620 = SW-620 colon cancer. AID 1794795. hit rate 5.2% among 82,000
HT29 = HT29 colon cancer. hit rate 7.4% among 81,000
HCT-116 = HCT-116 colon cancer. hit rate 7.3% among 82,000
SN12C = SN12C renal cancer cells. AID 1794767. hit rate 3.8% among 81,000
* hit, by the source's call. The calls were made as follows: active = growth percent below 10; inactive = the rest.

The opening 6 records as a preview:
COc1cccc(C(=O)Nc2nc3ccc(Cl)cc3s2)c1 was read as UO-31 92, HCT-15 71, 786-0 98, HCC-2998 94, TK-10 89, SW-620 88, HT29 80, HCT-116 93 and SN12C 102.
COc1ccc(-c2nc(SCC(C)C)nc(N/N=C\c3ccc(OC)c(OC)c3)c2C#N)cc1 was read as UO-31 82, HCT-15 79, 786-0 89, HCC-2998 97, TK-10 93, SW-620 95, HT29 83, HCT-116 63 and SN12C 84.
`CC(C)NCCOC(=O)c1ccccc1` gave UO-31 78, HCT-15 103, 786-0 100, HCC-2998 96, TK-10 109, SW-620 100, HT29 99, HCT-116 100 and SN12C 105.
For COc1cc2c(cc1OCCCN1CCN(c3ncnc4ccccc34)CC1)N=CC1CCCN1C2=O (stereo not given) the results were HCT-15 1.2*, 786-0 7.5*, TK-10 -7.4*, SW-620 -24*, HT29 12, HCT-116 12 and SN12C 3.4*.
For O=C1NC(=S)S/C1=C\c1cc(Br)ccc1O the results were UO-31 68, HCT-15 98, 786-0 109, HCC-2998 103, TK-10 107, SW-620 98, HT29 119, HCT-116 103 and SN12C 102.
`O=c1c2ccccc2nc(-c2ccccc2)n1-c1ccc(S(=O)(=O)Nc2ccccn2)cc1` gave UO-31 85, HCT-15 106, 786-0 99, HCC-2998 112, TK-10 99, SW-620 109, HT29 98, HCT-116 93 and SN12C 106.

This part in full, from the start:
COc1cccc(C(=O)Nc2nc3ccc(Cl)cc3s2)c1 was read as UO-31 92, HCT-15 71, 786-0 98, HCC-2998 94, TK-10 89, SW-620 88, HT29 80, HCT-116 93 and SN12C 102.
COc1ccc(-c2nc(SCC(C)C)nc(N/N=C\c3ccc(OC)c(OC)c3)c2C#N)cc1 was read as UO-31 82, HCT-15 79, 786-0 89, HCC-2998 97, TK-10 93, SW-620 95, HT29 83, HCT-116 63 and SN12C 84.
`CC(C)NCCOC(=O)c1ccccc1` gave UO-31 78, HCT-15 103, 786-0 100, HCC-2998 96, TK-10 109, SW-620 100, HT29 99, HCT-116 100 and SN12C 105.
For COc1cc2c(cc1OCCCN1CCN(c3ncnc4ccccc34)CC1)N=CC1CCCN1C2=O (stereo not given) the results were HCT-15 1.2*, 786-0 7.5*, TK-10 -7.4*, SW-620 -24*, HT29 12, HCT-116 12 and SN12C 3.4*.
For O=C1NC(=S)S/C1=C\c1cc(Br)ccc1O the results were UO-31 68, HCT-15 98, 786-0 109, HCC-2998 103, TK-10 107, SW-620 98, HT29 119, HCT-116 103 and SN12C 102.
`O=c1c2ccccc2nc(-c2ccccc2)n1-c1ccc(S(=O)(=O)Nc2ccccn2)cc1` gave UO-31 85, HCT-15 106, 786-0 99, HCC-2998 112, TK-10 99, SW-620 109, HT29 98, HCT-116 93 and SN12C 106.
`O=C(CCN1C(=O)/C(=C/c2ccc(O)cc2)SC1=S)Nc1ccccc1O` gave UO-31 69, HCT-15 93, 786-0 104, HCC-2998 102, TK-10 101, SW-620 96, HT29 105, HCT-116 95 and SN12C 99.
For CCN1CCN(Cc2ccc(C(=O)Nc3cccc(C#Cc4cccc5[nH]nc(N)c45)c3)cc2C(F)(F)F)CC1 the results were UO-31 -94*, HCT-15 -88*, 786-0 -99*, HCC-2998 -91*, TK-10 -94*, SW-620 -50*, HT29 -10*, HCT-116 -87* and SN12C -76*.
Cc1ccc(C(C)(C)C)c(O)c1 was read as UO-31 75, HCT-15 108, 786-0 101, HCC-2998 89, TK-10 108, SW-620 100, HT29 105, HCT-116 110 and SN12C 97.
`CCCCc1nc(Cl)c(C2CC(C3C(=O)N(C)C(=O)N(C)C3=O)=NN2C(C)=O)[nH]1` (stereo not given) gave UO-31 86, HCT-15 114, 786-0 102, HCC-2998 108, TK-10 107, SW-620 101, HT29 97, HCT-116 100 and SN12C 105.
Screening CC1CCc2c(sc3nc(SCC(=O)c4cccc(Br)c4)n(-c4ccccc4)c(=O)c23)C1 (stereo not given) returned UO-31 17, HCT-15 41, 786-0 19, HCC-2998 61, TK-10 -22*, SW-620 28, HT29 22, HCT-116 2.9* and SN12C 33.
Screening C#Cc1ccc(-n2c(/C=C/c3ccc4ccccc4n3)nc3ncccc3c2=O)cc1 returned UO-31 -92*, HCT-15 -19*, 786-0 0.1*, HCC-2998 -75*, TK-10 -44*, SW-620 -51*, HT29 -61*, HCT-116 -25* and SN12C -15*.
For O=C(O)c1cccc(-c2ccc(/C=N/NC(=O)c3[nH]c4ccc(Br)cc4c3-c3ccccc3)s2)c1 the results were UO-31 48, HCT-15 17, 786-0 51, HCC-2998 50, TK-10 87, HT29 69, HCT-116 32 and SN12C 58.
`OC(c1ccc(Cl)cc1)(c1ccc(Cl)cc1)C(O)(c1ccc(Cl)cc1)c1ccc(Cl)cc1` gave UO-31 26, HCT-15 34, 786-0 32, HCC-2998 49, TK-10 29, SW-620 44, HT29 24, HCT-116 7.2* and SN12C 30.
Screening COc1ccc(-c2ncnc3c2ncn3CC#CCCl)cc1 returned UO-31 -87*, HCT-15 50, 786-0 36, HCC-2998 85, TK-10 70, SW-620 49, HT29 94, HCT-116 52 and SN12C 46.
For Cc1ccc(-c2cc(CS(=O)(=O)N3CC=CC3)on2)cc1 the results were UO-31 95, HCT-15 105, 786-0 108, HCC-2998 107, TK-10 104, SW-620 97, HT29 99, HCT-116 107 and SN12C 103.
CCCCCC(=C/c1ccccc1)/C=N/N=C(N)N was read as UO-31 -53*, HCT-15 -38*, 786-0 -65*, HCC-2998 -79*, TK-10 73, HT29 -66* and HCT-116 -57*.
Screening CC(C)(C)n1cc(-c2ccnc(NCCNS(=O)(=O)c3ccc(Br)cc3)c2)c(-c2cccc(O)c2)n1 returned UO-31 23, HCT-15 0.0*, 786-0 21, HCC-2998 -18*, TK-10 56, SW-620 5.5*, HT29 -11*, HCT-116 20 and SN12C 36.
CN(C)c1ccc(C(=O)C(=O)c2ccc(N(C)C)cc2)cc1 was read as UO-31 92, HCT-15 95, 786-0 92, HCC-2998 102, TK-10 96, SW-620 104, HT29 105, HCT-116 97 and SN12C 103.
`Cc1cc(N)c(-n2[nH]c(=O)cc2C)cc1C` gave UO-31 112, HCT-15 94, 786-0 105, TK-10 107, HT29 112, HCT-116 109 and SN12C 106.
For CCOc1ccc(NC(=O)c2cc3ccccc3cc2O)cc1 the results were UO-31 86, HCT-15 86, 786-0 98, HCC-2998 102, TK-10 142, SW-620 93, HT29 103, HCT-116 96 and SN12C 91.
Screening COc1ccc(OC)c(C2NC(=O)NC(C)=C2C(=O)c2ccc(Cl)cc2)c1 (stereo not given) returned UO-31 92, HCT-15 117, 786-0 94, HCC-2998 105, TK-10 108, SW-620 103, HT29 104, HCT-116 94 and SN12C 105.
CCOC(=O)c1cnn(-c2ccc(S(N)(=O)=O)cc2)c1N was read as UO-31 65, HCT-15 108, 786-0 96, HCC-2998 115, TK-10 100, SW-620 110, HT29 102, HCT-116 94 and SN12C 98.
Screening COc1ccc(S(=O)(=O)NCCNc2nccc(-c3c(-c4cccc(F)c4)nc4sccn34)n2)cc1 returned UO-31 20, HCT-15 23, 786-0 43, HCC-2998 53, TK-10 56, SW-620 53, HT29 24, HCT-116 20 and SN12C 31.
For CC(=O)C1(O)CCC2C3CCC4CC(=O)CCC4(C)C3C(=O)CC21C (stereo not given) the results were UO-31 81, HCT-15 105, 786-0 110, HCC-2998 98, TK-10 105, SW-620 109, HT29 113, HCT-116 102 and SN12C 98.
For CCCCCCCCCCCCC1CCC/C=C\CCC(=O)O1 (stereo not given) the results were UO-31 90, HCT-15 101, 786-0 95, HCC-2998 104, TK-10 98, SW-620 103, HT29 102, HCT-116 91 and SN12C 105.
For O=C1CCN(CCCN2CCC(=O)N(Cc3ccccc3)C2=S)C(=S)N1Cc1ccccc1 the results were UO-31 66, HCT-15 85, 786-0 100, HCC-2998 101, TK-10 97, SW-620 103, HT29 85, HCT-116 96 and SN12C 99.
Screening CCOC(=O)C1CCN(S(=O)(=O)c2ccc(Oc3ccc(S(=O)(=O)N4CCC(C(=O)OCC)CC4)cc3)cc2)CC1 returned UO-31 76, HCT-15 100, 786-0 98, HCC-2998 121, TK-10 124, SW-620 101, HT29 106, HCT-116 111 and SN12C 95.
For COc1ccc(C2=NN(C(=O)c3cc(-c4ccc(C)cc4)nc4ccccc34)C(c3cc(-c4ccccc4)nn3-c3ccccc3)C2)cc1OC (stereo not given) the results were UO-31 90, HCT-15 80, 786-0 95, HCC-2998 108, TK-10 133, SW-620 98, HT29 110, HCT-116 87 and SN12C 93.
For O=C1C=Cc2ccccc2/C1=C/c1nc(-c2ccccc2)oc1O the results were UO-31 65, HCT-15 92, 786-0 107, HCC-2998 129, TK-10 136, SW-620 97, HT29 108, HCT-116 82 and SN12C 95.
Screening COc1cc(-c2nc(N3CCN(c4ccc(Cl)cc4)CC3)c3ccccc3n2)cc(OC)c1OC returned UO-31 95, HCT-15 100, 786-0 105, HCC-2998 102, TK-10 124, SW-620 94, HT29 100, HCT-116 95 and SN12C 102.
`COc1ccc(/C=C2/SC(N3CCN(c4ccc(C)c(Cl)c4)CC3)=NC2=O)cc1OC` gave UO-31 85, HCT-15 101, HCC-2998 107, TK-10 113, SW-620 102, HT29 94, HCT-116 95 and SN12C 94.
CC(=O)CC(C)=NCCN=C(C)CC(C)=O was read as UO-31 95, 786-0 111, HCC-2998 111, TK-10 112, SW-620 99, HT29 103, HCT-116 116 and SN12C 110.
`CCN1CCCC(O)C1` (stereo not given) gave UO-31 88, HCT-15 104, 786-0 94, HCC-2998 87, TK-10 94, SW-620 106, HT29 99, HCT-116 102 and SN12C 102.
`C/C(=C(/c1ccc(Cl)cc1)c1ccc(OCCN2CCOCC2)cc1)c1ccc(Cl)cc1` gave UO-31 83, HCT-15 95, 786-0 95, HCC-2998 100, TK-10 110, SW-620 96, HT29 70, HCT-116 80 and SN12C 101.
`COc1ccc(/C=C(/C)c2ccc3ccc(OC)cc3[o+]2)c(O)c1` gave UO-31 69, HCT-15 23, 786-0 89, HCC-2998 114, TK-10 174, SW-620 30, HT29 45, HCT-116 51 and SN12C 86.
`COc1ccc(N(C)c2nc(Cl)nc3ccn(C)c23)cc1` gave UO-31 45, HCT-15 13, 786-0 13, HCC-2998 16, TK-10 68, SW-620 22, HT29 -2.5*, HCT-116 -7.0* and SN12C 23.
NC1=NC(c2ccc(Cl)cc2)C2=C(N1)/C(=C/c1ccc(Cl)cc1)CCC2 (stereo not given) was read as UO-31 68, HCT-15 58, 786-0 90, HCC-2998 -31*, SW-620 19, HT29 7.7*, HCT-116 -72* and SN12C 85.
Screening COc1ccc(OC)c2c1C(=O)CC2C (stereo not given) returned UO-31 84, HCT-15 110, 786-0 108, HCC-2998 113, TK-10 118, SW-620 105, HT29 108, HCT-116 111 and SN12C 99.
For CC(=O)Oc1cccc2c1C(=O)C1CC=CC(OC(C)=O)C1C2=O (stereo not given) the results were UO-31 72, HCT-15 98, 786-0 96, HCC-2998 90, TK-10 95, SW-620 102, HT29 102, HCT-116 93 and SN12C 95.
For Cc1cc(C)nc(NS(=O)(=O)c2ccc(NC3=C(Cl)C(=O)c4ncccc4C3=O)cc2)n1 the results were UO-31 69, HCT-15 96, 786-0 110, HCC-2998 103, TK-10 128, SW-620 104, HT29 120, HCT-116 24 and SN12C 87.
`OC1CCN(CCCOc2c3ccc(Cl)cc3nc3c2oc2ccc(Cl)cc23)CC1` gave UO-31 7.4*, HCT-15 -83*, 786-0 -99*, HCC-2998 37, SW-620 -83*, HT29 -86*, HCT-116 12 and SN12C 23.
`COC(=O)c1cc(C(=O)C(=O)O)ccc1O` gave UO-31 79, HCT-15 110, 786-0 103, HCC-2998 102, TK-10 96, SW-620 103, HT29 111, HCT-116 104 and SN12C 102.
For CC1CN(Cc2ccco2)C(=S)NC1=O (stereo not given) the results were UO-31 87, HCT-15 102, 786-0 110, TK-10 110, SW-620 105, HT29 115, HCT-116 107 and SN12C 98.
For COc1cccc2c1c1c(n2CC(=O)NCCN(C)C)-c2ccccc2C1=O the results were UO-31 88, HCT-15 96, 786-0 88, HCC-2998 103, TK-10 116, SW-620 99, HT29 97, HCT-116 97 and SN12C 94.
CC(C)c1ccc(NC(=O)Nc2ccc(NC(=O)CCCC(=O)Nc3ccccn3)cc2)cc1 was read as UO-31 76, HCT-15 99, 786-0 56, HCC-2998 71, TK-10 125, SW-620 84, HT29 79, HCT-116 20 and SN12C 59.
`N#Cc1c(-c2ccc(C(F)(F)F)cc2)cc(NCC2CCS(=O)(=O)CC2)n2c1nc1ccccc12` gave UO-31 56, HCT-15 86, 786-0 85, HCC-2998 92, TK-10 93, SW-620 93, HT29 76, HCT-116 75 and SN12C 82.
Screening N#CC1=C(N)Oc2cc(N)ccc2C1c1cccnc1 (stereo not given) returned UO-31 85, HCT-15 96, 786-0 91, HCC-2998 82, TK-10 119, SW-620 90, HT29 94, HCT-116 88 and SN12C 98.
`Cc1cc2c(C(C)C)c(O)c(O)c(C=NCC(=O)O)c2c(O)c1-c1c(C)cc2c(C(C)C)c(O)c(O)c(C=NCC(=O)O)c2c1O` gave UO-31 95, HCT-15 94, 786-0 97, HCC-2998 96, TK-10 99, SW-620 98, HT29 104, HCT-116 101 and SN12C 102.
Screening CCc1cc(-c2cc(CC)[nH]n2)n[nH]1 returned HCT-15 97, 786-0 101, HCC-2998 119, TK-10 103, SW-620 103, HT29 111, HCT-116 107 and SN12C 95.
`N#C/C(=C(\CCCO)NCCCCCC(=O)O)c1nc2ccccc2c(=O)[nH]1` gave UO-31 95, HCT-15 117, 786-0 94, HCC-2998 119, TK-10 98, SW-620 109, HT29 122, HCT-116 96 and SN12C 108.
`C=CCn1c(SCC(=O)Nc2ccc(Cl)cc2)nnc1-c1ccc(OC)cc1` gave UO-31 63, HCT-15 51, 786-0 95, HCC-2998 73, TK-10 83, SW-620 64, HT29 95, HCT-116 62 and SN12C 81.
